KCNK9 block: blocks the human KCNK9 two-pore domain potassium channel; Q9NPC2; hit rate 1.2% among 310,000; AID 488922; B-score at 10 µM; HEK293 KCNK9, FluxOR thallium flux fluorescence; stronger effect = lower value;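 active = ratio B-score over 3 SD below the library mean, with starting fluorescence within 5 SD of its mean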;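 note: negative B-score means less thallium flux so channel inhibition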
KCNQ1 inh: human KCNQ1 channel inhibition; P51787; CHO-K1 KCNQ1, FluxOR thallium flux fluorescence; stronger effect = higher value; B-score at 10 µM; hit rate 1.3% among 310,000;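 active = compounds whose thallium flux B-score, printed positive for inhibition, exceeds three library SD while starting fluorescence stays within three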;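 note: channel opened by potassium depolarization with thallium stimulus after 20 min compound exposure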
HDAC3 inh: blocks human histone deacetylase 3. recombinant HDAC3, fluorogenic peptide/trypsin coupled, fluorescence. inhibition, % at 8.3 µM. hit rate 0.15% among 320,000. AID 2718; in the data active = inhibition above about 26%, passing the limit was not always enough; inconclusive = no clear call, values can overlap the other calls
hERG rescue: compounds protecting human hERG from proarrhythmic drug block. Q12809. CHO-hERG, FluxOR thallium flux, dofetilide IC70 present. activation (rescue from dofetilide block), less the hit threshold, % at 10 µM. hit rate 0.51% among 310,000;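 active = activation above the mean of controls blocked by dofetilide plus 5 SD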;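 note: thallium influx through hERG after potassium depolarization seen as dye fluorescence rise; in these data hits start at about 4.7%; inactives centre near -7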
PolyA inhibitor: yeast polyadenylation inhibition. S. cerevisiae SKY197-pL101 polyadenylation reporter, beta-gal luminescence; efflux-impaired pdr1/pdr3 knockout yeast; score 100 = 6 SD above DMSO. calls only at 12 µM. hit rate 0.02% among 300,000;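 active = lowest replicate activity score at least 50, where 100 means six control SD above control mean; inconclusive = lowest score under 50 but half or more replicates reach 50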;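 note: yeast exposed to compound for 9 h at 30 °C; higher score means more reporter readthrough which indicates perturbed polyadenylation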
GSK3B inh: human GSK3beta kinase inhibition; P49841; GST-GSK3beta kinase, ADP-Glo luminescence, 60 min; stronger effect = lower value; activity score (negative = inhibition), % at 10 µM; hit rate 0.038% among 300,000; AID 2097;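 active = more than half of replicate wells score below -50%, meaning over 50% inhibition versus plate controls; inconclusive = some replicates but at most half score below -50%; inactive = no replicate scores below -50%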;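 note: 0% = median DMSO wells and -100% = median GW8510 positive control wells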
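Assay system: GST-tagged human GSK3beta kinase, cell-free; Input: 1.6 ng GSK3beta; Medium: Tris/MgCl2 kinase buffer; Timing: 60 min enzyme reaction, room temperature; Signal: ADP-Glo luminescence quantifying ADP generated by kinase; Evaluation: score relative to plate controls; Benchmarks: DMSO neutral wells and GW8510 at 20 µM as positive.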
Dyrk1A ADPGlo: inhibitors of rat Dyrk1A kinase | Q63470 | ADP-Glo luminescence, NFATc1 peptide | inhibition, % at 12.5 µM | hit rate 0.43% among 310,000; in the data active = inhibition above about 50%;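 note: plate controls were vehicle with enzyme for no effect and no enzyme for full effect; many of its hits are not listed in these tables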
KCNK3 block: human KCNK3 channel inhibition, primary screen; B-score at 10 µM; O14649; CHO-KCNK3 thallium flux, FluxOR fluorescence; stronger effect = lower value; hit rate 0.84% among 340,000; AID 602410;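 active = B-score under library mean minus 4 SD, starting fluorescence ratio at most library mean plus 5 SD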;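 note: more negative B-score means stronger inhibition of thallium flux through KCNK3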
Target sequence (O14649 whole entry, looked up): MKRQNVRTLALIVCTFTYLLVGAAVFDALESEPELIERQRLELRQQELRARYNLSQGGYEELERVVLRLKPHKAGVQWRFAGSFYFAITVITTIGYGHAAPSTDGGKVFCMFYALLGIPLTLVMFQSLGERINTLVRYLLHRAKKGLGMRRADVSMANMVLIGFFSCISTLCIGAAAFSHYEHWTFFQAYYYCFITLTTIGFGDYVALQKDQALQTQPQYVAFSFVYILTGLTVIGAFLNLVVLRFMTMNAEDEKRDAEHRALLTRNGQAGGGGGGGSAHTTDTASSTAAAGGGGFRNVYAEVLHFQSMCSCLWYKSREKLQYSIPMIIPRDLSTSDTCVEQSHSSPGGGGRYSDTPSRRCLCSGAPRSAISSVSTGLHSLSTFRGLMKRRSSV
KCNQ1 act: human KCNQ1 channel potentiation or activation; P51787; CHO-K1 KCNQ1, thallium flux FluxOR fluorescence; stronger effect = higher value; B-score at 10 µM; hit rate 0.35% among 310,000; AID 2648;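 active = fluorescence ratio B-score, a plate-corrected score, at least three library SD, with initial intensity B-score within 5 SD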
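System: Stable KCNQ1 CHO-K1 line | Incubation: 90 min dye loading and 20 min compound exposure, both at room temperature | Measure: Ratio B score | Medium: Assay buffer for compound exposure, DMSO matched across wells | Compound dosing: Single-concentration screen | Probe or stimulus: K+/Tl+ depolarizing stimulus | Measured by: Kinetic FluxOR fluorescence, 10 s baseline plus 110 s post-stimulus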
GSK3 alpha inh: human GSK-3 alpha kinase inhibition; P49840; ADP-Glo luminescence, 60 min; inhibition, % at 10 µM; hit rate 0.1% among 320,000; AID 2650;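 in the data active = inhibition above about 50%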;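 note: GST-tagged GSK-3 alpha with peptide substrate and 25 µM ATP; 0% = DMSO neutral wells and 100% = GW8510 positive control wells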
Target sequence (P49840 whole entry, looked up): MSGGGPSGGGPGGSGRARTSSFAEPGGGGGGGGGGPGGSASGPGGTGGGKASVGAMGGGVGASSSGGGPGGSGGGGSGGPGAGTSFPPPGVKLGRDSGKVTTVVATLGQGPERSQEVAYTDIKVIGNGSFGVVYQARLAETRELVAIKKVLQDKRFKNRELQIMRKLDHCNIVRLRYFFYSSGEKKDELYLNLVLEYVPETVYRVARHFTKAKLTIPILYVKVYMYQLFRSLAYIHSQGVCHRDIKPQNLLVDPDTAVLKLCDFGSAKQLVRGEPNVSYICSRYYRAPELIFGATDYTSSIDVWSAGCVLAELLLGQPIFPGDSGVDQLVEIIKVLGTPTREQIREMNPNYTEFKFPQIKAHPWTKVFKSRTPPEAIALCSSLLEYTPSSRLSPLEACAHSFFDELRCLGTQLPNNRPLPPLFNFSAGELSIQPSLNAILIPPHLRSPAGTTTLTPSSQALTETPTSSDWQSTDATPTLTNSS
RGS4 act: RGS4 potentiation or activation; HEK293 M3R/inducible RGS4, carbachol calcium flux Fluo4; stronger effect = lower value; B-score at 10 µM; hit rate 0.92% among 310,000; AID 463111;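 active = B-score of the integrated calcium signal more than 4 SD below the library mean, with starting fluorescence not abnormally high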;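 note: negative B-score means reduced calcium response which marks RGS4 activation or potentiation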
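Assay system: Inducible-RGS4 HEK293 cells carrying M3 receptor | Schedule: Compound preincubation 20 min at room temperature before agonist | Signal: Kinetic calcium fluorescence imaging with Fluo4-AM dye, 2 µM | Read-out basis: B score from integrated fluorescence ratio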
* marks the source's active call; other numbers are inactive results; i = inactive; ? = inconclusive; nt = no result given. This is a subset; count on the stated rates, not on these rows.

SMILES	KCNK9 block	KCNQ1 inh	HDAC3 inh	hERG rescue	PolyA inhibitor	GSK3B inh	Dyrk1A ADPGlo	KCNK3 block	KCNQ1 act	GSK3 alpha inh	RGS4 act
Cc1ccc(CNC(=O)C(=O)NCC2OCCN2S(=O)(=O)c2ccc(Cl)cc2)cc1 (centres undefined)	i	i	1.4	-9.3	i	-1.4	-3.2	i	i	-0.6	i
COCCCn1cnc2c(c1=O)c1nc3ccccc3nc1n2-c1ccccc1	i	i	-2.2	-7.2	i	-0.3	-2.4	i	i	-0.8	i
O=C(COC(=O)c1ccccc1Cc1ccccc1)NC1CCS(=O)(=O)C1 (centres undefined)	i	i	-3.6	-6.4	i	2.8	17.2	i	i	8.5	i
CC1(C)N=C(c2ccc(Cl)cc2Cl)C(=O)N1	i	i	4.8	-5.0	i	-1.9	3.1	i	i	-0.9	i
CCCCCn1c(=O)[nH]c2cc(C(=O)NCCc3ccc(OC)c(OC)c3)ccc2c1=O	i	i	-0.3	-14.2	i	-6.5	1.7	i	i	-1.9	i
COc1ccc(NC2CCCN(C(=O)CN3CCOC3=O)C2)cc1 (centres undefined)	i	i	6.7	-5.2	i	1.6	-7.6	i	i	1.2	i
CC(=O)NC(c1ccco1)c1ccc2cccnc2c1O (centres undefined)	i	i	8.9	-2.5	i	1.4	3.8	i	i	0.6	i
COc1ccc2cc(CCl)c(Cl)nc2c1	i	i	-1.2	-17.5	i	0.0	-2.8	i	i	0.9	i
CCN(CC)C(=O)C1CCCN(C/C=C/c2ccccc2[N+](=O)[O-])C1 (centres undefined)	i	i	6.2	-0.2	i	0.0	6.5	i	i	-0.4	i
Cc1nc2c(oc3ccccc32)c(=O)o1	i	i	-4.9	-7.3	i	-0.6	6.1	i	i	-2.2	i
Cc1csc(NC(=O)CSc2nncc(=O)n2N)n1	i	i	0.5	-9.6	i	4.9	nt	i	i	-1.6	i
CN(C)CCOc1ncnc2c1oc1ccccc12	i	i	-5.1	-10.7	i	-4.3	1.8	i	i	0.7	i
COC(=O)c1sc(N)c(C(=O)OC)c1COC(=O)CCNS(=O)(=O)c1ccc(C)cc1	i	i	3.0	-3.7	i	1.0	11.6	i	i	-0.7	i
O=C(N/N=C/c1ccccc1[N+](=O)[O-])C(=O)N1CCCC1	i	i	3.7	-16.7	i	1.8	-0.7	i	i	-0.7	i
CCn1c(CN2c3ccccc3Sc3ccccc32)n[nH]c1=S	i	i	-2.9	-6.5	i	1.0	10.0	i	i	16.8	i
CC[C@H]1CC2CN3CCc4c([nH]c5c([C@H]6C[C@H]7[C@H](CC)CN(C)[C@@H](Cc8c6[nH]c6ccccc86)[C@H]7C(=O)OC)c(OC)ccc45)C(C(=O)OC)(C2)C13	i	i	3.6	-5.4	i	-0.2	nt	nt	i	-1.0	i
O=C(N/N=C/C=C\c1ccco1)c1ccccn1	i	i	9.9	-9.2	i	-0.9	-2.9	i	i	-1.1	i
O=C1CC2(CCN(C(=O)C(=O)c3c[nH]c4ccccc34)CC2)Oc2ccccc21	i	i	2.1	-10.5	i	-2.2	6.4	i	i	0.2	i
COc1cccc(-c2ccc(NC(=O)C3CCCN(Cc4cnn(C(C)C)c4)C3)cc2)c1 (centres undefined)	i	i	3.1	-26.1	i	-3.8	10.1	i	i	0.9	-10.9*
COc1ccc(-c2nc(C#N)c(N3CCN(c4cccc(Cl)c4)CC3)o2)cc1OC	i	i	-2.7	-12.4	i	1.7	-0.5	i	i	-4.5	i
COc1ccc(CC(=O)N/N=C(\C)CC(=O)NCc2ccco2)cc1OC	i	i	-3.5	-3.9	i	-3.0	nt	i	i	-3.4	i
CC1=NN(C(=O)c2ccc(Br)cc2)C(O)(C(F)(F)OC(F)(F)F)C1 (centres undefined)	i	i	2.1	-10.0	i	2.4	-10.8	i	i	1.4	i
Cc1ccccc1CN1CCC(Oc2ccc(C(=O)N3CCCC3)cc2)CC1	i	i	8.4	-1.8	i	-0.7	2.1	i	i	-1.1	i
Cc1nnc(SCC(=O)Nc2cc(C(F)(F)F)ccc2Cl)n1C	i	i	-4.2	-1.4	i	-3.7	-3.8	i	i	1.6	i

Molecules from the list above that have a nitro group on carbon, in the order listed:
SMILES	KCNK9 block	KCNQ1 inh	HDAC3 inh	hERG rescue	PolyA inhibitor	GSK3B inh	Dyrk1A ADPGlo	KCNK3 block	KCNQ1 act	GSK3 alpha inh	RGS4 act
CCN(CC)C(=O)C1CCCN(C/C=C/c2ccccc2[N+](=O)[O-])C1 (centres undefined)	i	i	6.2	-0.2	i	0.0	6.5	i	i	-0.4	i
O=C(N/N=C/c1ccccc1[N+](=O)[O-])C(=O)N1CCCC1	i	i	3.7	-16.7	i	1.8	-0.7	i	i	-0.7	i

New compounds follow.
SMILES	KCNK9 block	KCNQ1 inh	HDAC3 inh	hERG rescue	PolyA inhibitor	GSK3B inh	Dyrk1A ADPGlo	KCNK3 block	KCNQ1 act	GSK3 alpha inh	RGS4 act
COc1ccccc1NC(=O)CSc1nnc(Cn2nnc(-c3ccccc3)n2)n1-c1ccccc1	i	i	10.7	-18.5	i	2.5	3.4	i	i	-0.7	i
O=S(=O)(NCc1ccccc1)NCc1cccc(C(F)(F)F)c1	i	i	-0.4	-2.3	i	0.5	2.4	i	i	-2.8	i
CCOc1cc(N2CCOCC2)c(OCC)cc1NC(=O)COC(=O)c1cc(C)oc1C	i	i	-4.6	-4.2	i	0.5	16.7	i	i	2.9	i
O=[N+]([O-])c1ccc(O)c(C2=NNC(c3ccccc3F)C2)c1 (centres undefined)	i	i	4.3	-17.4	i	0.3	1.0	i	i	-2.5	i
CC(=O)c1cccc(NC(=S)NC(=O)c2cccc(Cl)c2)c1	i	i	-0.2	1.7	i	0.7	4.6	i	i	5.6	i
Clc1ccc(Cl)c(OCCCCNCc2ccccc2)c1	i	i	9.0	-15.6	i	-1.9	3.2	i	i	1.8	i
CCOC(=O)C1CCCN(CCC(=O)Nc2ccc(C)c(C)c2)C1 (centres undefined)	i	i	-2.1	-1.7	i	1.9	-0.7	i	i	-2.9	i
NC(=O)COC(=O)c1ccccc1OCc1ccccc1Cl	i	i	-2.2	-16.0	nt	-3.8	11.3	i	i	-1.5	i
Cc1cccc(C2=N/C(=C/c3cccs3)C(=O)O2)c1	i	i	16.1	-2.7	i	-1.7	-1.2	i	i	-1.5	i
NC(=O)c1ccc(NC(=O)CC23CC4CC(CC(Br)(C4)C2)C3)cc1	i	i	?	-0.2	i	-3.9	-0.3	i	i	-0.9	i
COc1ccc(CCN2C(=O)C3CC=C(C)CC3C2=O)cc1OC (centres undefined)	i	i	-1.5	-11.9	i	-1.8	10.6	i	i	-0.8	i
CC1CCN(S(=O)(=O)N2CCN(C(=O)c3ccc4c(c3)OCO4)CC2)CC1	i	i	-4.0	-5.9	i	nt	5.3	i	i	0.4	i
O=C(Nc1cccnc1)c1noc2c1CCCCC2	i	i	-1.3	-9.6	i	-3.4	-12.3	i	i	9.2	i
Cc1ccc(NC(=O)CSc2nnc(C3CC3)n2CC2CCCO2)cc1C (centres undefined)	i	i	-8.0	-3.2	i	-2.4	-8.3	i	i	0.5	i
CN1CCN(NC(=O)CC(C)(C)C)CC1	i	i	-2.4	-10.3	i	1.0	6.1	i	i	-1.7	i
CCS(=O)(=O)c1c(S(=O)(=O)CC)c2ccccn2c1C(N)=O	i	i	1.4	-2.0	i	0.5	-1.9	i	i	1.1	i
Cc1cc(C(=O)NC2CC(C)(C)Cc3c2cnn3-c2ccc(F)cc2)nn1C (centres undefined)	i	i	nt	-10.6	i	-1.7	0.2	i	i	nt	i
COc1ccc(C(C(=O)NC2CCCCC2)N(C(=O)CCl)c2ccccc2Cl)cc1 (centres undefined)	i	i	-3.2	-4.7	i	-1.7	-2.3	i	i	-2.5	i
Cc1ccc(S(=O)(=O)N(C)CC(=O)N2CC(C)OC(C)C2)cc1 (centres undefined)	i	i	-1.1	-7.4	i	0.7	nt	i	i	0.9	i
O=C1c2ccccc2C2(c3ccccc3)NCCCN12 (centres undefined)	i	i	3.1	-16.4	i	1.2	-0.2	i	i	1.4	i
CCN(CC)c1ccc2cc(C(=O)O)c(=O)oc2c1	i	i	-19.3	-12.9	i	0.3	1.4	i	i	-5.3	i
CCCC(=O)Nc1ccc(-c2csc(NNC(C)=O)n2)cc1	i	i	6.5	-12.0	i	-4.6	2.6	i	i	2.0	i
CCCCC(Sc1nc(N)c(NC(=O)c2ccc(OC)cc2)c(=O)[nH]1)C(=O)O (centres undefined)	i	i	-2.3	-7.0	i	11.3	-1.5	i	i	2.1	i
CCCCn1c(N)c(N(CC(C)C)C(=O)c2ccc(N3C(=O)CCC3=O)cc2)c(=O)[nH]c1=O	i	i	-7.7	-18.0	i	-4.6	-1.0	i	i	1.2	i
COc1ccc(N2CC(C(=O)O)CC2=O)cc1 (centres undefined)	i	i	-5.6	-8.7	i	0.9	nt	i	i	-0.5	i
COCCNC(=O)/C(C#N)=C/c1ccccc1Br	i	i	1.5	-11.5	i	3.3	10.0	i	i	-0.8	i
COc1ccc(C)cc1NC(=O)C(Sc1ccccc1)c1ccccc1 (centres undefined)	-8.19*	6*	3.0	-3.8	i	0.8	nt	nt	i	0.2	i
O=C(NCC1CCCO1)C(c1ccccn1)N(Cc1ccccc1Cl)C(=O)CN1C(=O)c2ccccc2S1(=O)=O (centres undefined)	i	i	3.7	-7.5	nt	-0.9	-0.2	i	i	0.9	i
O=C(CSc1nc(O)c(C(c2ccccc2)c2ccccc2)c(=O)[nH]1)N1CCOCC1	i	i	5.3	-13.7	i	4.7	nt	i	i	-2.4	i
CC(C(=O)NC1=NCCS1)N1C(=O)c2ccccc2C1=O (centres undefined)	i	i	-9.2	-7.3	i	0.8	-3.7	i	i	-2.5	i
COc1ccc(C2(C)NC(=O)N(CC3CCCCC3)C2=O)cc1 (centres undefined)	i	i	-1.3	-4.6	i	1.3	1.5	i	i	-3.1	i
CCCN(CCC)C(C(=O)Nc1cccc(OC)c1)c1ccccc1 (centres undefined)	i	i	15.0	-12.7	i	-1.2	5.9	i	i	1.1	i

Compound activity as filed in PubChem BioAssay.
